# TR SRC2 fluor cs: Total Fluorescence Counterscreen for Inhibitors of the Interaction of Thyroid Hormone Receptor and Steroid Receptor Coregulator 2; TRb/SRC2 Texas Red total fluorescence interference; Potency, µM (doses to about 106 µM), for inactives: top-dose fluorescence change, negative = quenching; AID 1479, 2009; 0.29% of 280,000 active; active means well fitted curve in either direction with a large enough effect; inconclusive means small, poorly fitted or top-dose-only effect; further: on the % scale 0 is the no-effect control and ±100 the full control effect
#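 Human TRb ligand-binding domain at 0.6 uM with 20 nM Texas Red SRC2 peptide in Tris buffer containing 1 uM T3 and 5% DMSO, incubated with compound 5 h at ambient temperature. Total fluorescence (555/632 nm) calculated as parallel + 2 × perpendicular.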
# JMJD2E inh: qHTS Assay for Inhibitors of Human Jumonji Domain Containing 2E (JMJD2E). Potency, µM (highest dose often 57.1 µM), for inactives: at the highest dose activity change, negative = inhibition, usual class: inhibitors. AID 2147, 2009. 1.6% of 230,000 active. Lysine-specific demethylase 4E (Homo sapiens), B2RXH2. JMJD2E catalytic domain, FDH-coupled NADH fluorescence (FDH is formaldehyde dehydrogenase); active means well fitted inhibition curve with a large enough effect, not every such curve was filed as active; inconclusive means small, poorly fitted or top-dose-only effect, or another doubt; inactive means no such curve, though single readings can be large or run the other way;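 further: 0% = wells with enzyme and -100% = buffer wells without enzyme; nearly all actives have a fitted effect of over 50% in size; many of its hits are not listed in these tables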
# Target sequence (B2RXH2 1-337 limits assumed): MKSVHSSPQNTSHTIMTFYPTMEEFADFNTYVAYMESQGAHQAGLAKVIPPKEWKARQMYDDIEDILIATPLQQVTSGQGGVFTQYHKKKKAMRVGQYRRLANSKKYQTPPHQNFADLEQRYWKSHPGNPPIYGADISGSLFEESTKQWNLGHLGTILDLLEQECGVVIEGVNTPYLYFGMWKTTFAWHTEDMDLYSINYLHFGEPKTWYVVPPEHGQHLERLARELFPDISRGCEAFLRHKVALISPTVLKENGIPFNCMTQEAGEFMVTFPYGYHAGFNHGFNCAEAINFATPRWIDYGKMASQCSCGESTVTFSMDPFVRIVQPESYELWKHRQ
# SMN2 splice up: qHTS Assay for Enhancers of SMN2 Splice Variant Expression; HEK293 SMN2-luciferase splicing reporter, luminescence, 30-36 h; 2.8% of 210,000 active; AID 1458, 2008; Potency, µM (titrated, usually from 46.1 µM), without a hit: at the top dose activity change, positive = activation, usual class: activators; further: % of control where 0% means no effect; nearly all actives have a fitted effect of over 55% in size
#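 qHTS luciferase splicing reporter: luminescence rises when SMN2 exon 7 is included in transfected HEK293 cells. Compound exposure lasted 30-36 h at 37C, with 4.5 mM final sodium butyrate as control, followed by a ONE-Glo read.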
# RGS12 GoLoco inh: qHTS Assay for Inhibitors of RGS12 GoLoco Motif Activity (Red Fluorophore). Guanine nucleotide-binding protein G(i) subunit alpha-1 (Homo sapiens), P63096. Gai1:RGS12 GoLoco peptide FP, rhodamine, 10 min. Potency, µM (doses to about 61.6 µM), without a hit: at the top dose activity, negative = inhibition, usual class: inhibitors. 0.44% of 230,000 active. AID 880, 2007; active means well fitted inhibition curve with a large enough effect, not every such curve was filed as active; inactive means no such curve, though single readings can be large or run the other way; further: on the % scale 0 is the no-effect control and ±100 the full control effect; nearly all actives have a fitted effect of over 30% in size; many of its hits are not listed in these tables
# RECQ1 helicase: qHTS Assay for Inhibitors of RecQ-Like Dna Helicase 1 (RECQ1). 0.54% of 240,000 active. RECQ1 DNA unwinding, red fluorescence kinetic read. ATP-dependent DNA helicase Q1 (Homo sapiens), P46063. Potency, µM (doses to about 57.3 µM), for inactives: at the top dose activity, negative = inhibition, hits mostly inhibitors;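 further: plate controls were vehicle for no effect and no enzyme for full effect; nearly all actives have a fitted effect of over 30% in size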
#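 50 nM RECQ1T1 preincubated 15 min with compound in Tris pH 8.0 buffer with MgCl2, DTT, Tween-20 and 2.5 ug/ml poly(dI-dC); started with 200 nM TAMRA/BHQ-2 forked duplex and 2 mM ATP. Unwinding read as fluorescence (525/598 nm), two reads 2 h apart.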
# TRb SRC2 PPI: qHTS for Inhibitors of the Interaction of Thyroid Hormone Receptor and Steroid Receptor Coregulator 2. TRbeta-SRC2 peptide binding, fluorescence polarization; receptor liganded with 1 µM T3. Potency, µM (top dose mostly 106 µM), inactives show at the top dose activity change, negative = inhibition, hits mostly inhibitors. 0.065% of 280,000 active. AID 1469, 2008;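 further: plate controls were bound peptide for no effect and peptide without receptor for full effect; nearly all actives have a fitted effect of over 50% in size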
# Target sequence (P10828 whole entry, looked up): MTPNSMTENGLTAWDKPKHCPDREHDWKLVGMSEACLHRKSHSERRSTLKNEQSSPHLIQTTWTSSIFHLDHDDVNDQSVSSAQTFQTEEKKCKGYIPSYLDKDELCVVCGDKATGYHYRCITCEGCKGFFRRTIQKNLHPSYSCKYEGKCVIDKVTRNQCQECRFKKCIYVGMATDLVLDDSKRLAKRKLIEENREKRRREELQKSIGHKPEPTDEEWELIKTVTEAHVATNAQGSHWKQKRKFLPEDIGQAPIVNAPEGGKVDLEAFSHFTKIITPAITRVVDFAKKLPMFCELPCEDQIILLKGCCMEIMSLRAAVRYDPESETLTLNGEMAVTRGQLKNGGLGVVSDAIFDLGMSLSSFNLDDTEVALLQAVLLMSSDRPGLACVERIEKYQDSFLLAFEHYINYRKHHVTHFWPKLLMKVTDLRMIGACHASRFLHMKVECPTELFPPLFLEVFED
#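 Fluorescence polarization of 20 nM Texas Red SRC2 peptide with 0.6 uM human TRb ligand-binding domain, in Tris buffer with 1uM T3 and 5% DMSO. Incubated 5 hr ambient; normalized to unbound and bound controls.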
# Lamin A splicing: qHTS Assay for Modulators of Lamin A Splicing; HeLa LMNA splicing GFP/RFP minigene ratio, 48 h; Potency, µM (series often up to 46.1 µM), inactives show top-dose ratio change, negative = inhibition, hits mostly inhibitors; 0.01% of 200,000 active; active means well fitted inhibition curve with a large enough effect in the signal ratio, with a control signal flat, not every such curve was filed as active; inconclusive means small, poorly fitted or top-dose-only effect, or effect the other way, or a change in a side signal; the % refers to the signal ratio; further: on the % scale 0 is the no-effect control and ±100 the full control effect
#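 S3 HeLa stable clones carrying a lamin A-EGFP splicing minigene plus DsRed2 were seeded at 600 cells/well in Opti-MEM with 2% FBS, pin-dosed and incubated 48 h at 37°C. Acumen cytometry (488 nm) gave the GFP/RFP total-intensity ratio.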
# ALDH1A1 inh: qHTS Assay for Inhibitors of Aldehyde Dehydrogenase 1 (ALDH1A1). Aldehyde dehydrogenase 1A1 (Homo sapiens), P00352. Purified ALDH1A1, NADH fluorescence, propionaldehyde substrate. Potency, µM (titrated, usually from 75.3 µM), for inactives: top-dose activity, negative = inhibition, actives largely listed as inhibitors. 7.3% of 220,000 active; active means well fitted inhibition curve with a large enough effect, not every such curve was filed as active; inconclusive means small, poorly fitted or top-dose-only effect, or another doubt; inactive means no such curve, though single readings can be large or run the other way;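 further: plate controls were no enzyme wells and a reference inhibitor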
# Numbers without * were called inactive; i = inactive; u = inconclusive; x = not tested or not shown; & = joins results of further samples; [ ] = remark or other dose. Unless noted, the call rests on the fitted dose curve; in most records, active means well fitted curve in the direction sought with a large enough effect; inconclusive means small, poorly fitted or top-dose-only effect, or another doubt; inactive means no such curve, though single readings can be large; an effect the other way counts as inactive or inconclusive. Potency means the concentration at half of the fitted maximal effect.
SMILES,TR SRC2 fluor cs,JMJD2E inh,SMN2 splice up,RGS12 GoLoco inh,RECQ1 helicase,TRb SRC2 PPI,Lamin A splicing,ALDH1A1 inh
O=C(COC(=O)/C=C/c1ccco1)Nc1cccc([N+](=O)[O-])c1,7%,3%,-12%,7%,-3%,0%,-4%,25µM*
CN(C/C=C/c1ccccc1)C1CCCCC1,0%,u,10%,11%,i,-4%,0%[9.22 µM],2%
CCCCOc1ccc(C(=O)N/C(=C\c2ccc(OC)cc2)C(=O)OCc2ccco2)cc1,-3%,-2%,0%,4%,-3%,-13%,6%,1%
Cc1nc(C(=O)Nc2ccccc2)sc1C(=O)Nc1ccccc1,-5%,-2%,x,5%,2%,-2%,x,x
CCc1c(C)nc2ncnn2c1N1CCC(C(=O)Nc2ccc(C)cc2)CC1,0%,3%,-55%[inhibitor],9%,8%,1%,u,-2%
Cc1ccc2nc(-c3ccncc3)c(NC3CCCCC3)n2c1,-5%,2%,12%,12%,-9%,5%,-5%[9.22 µM],u
CC1Cc2ccccc2N1CC(=O)c1c(N)n(Cc2ccccc2)c(=O)n(C)c1=O (stereo not given),0%,-2%,x,x,-7%,0%,-4%,-7%
O=C(Nc1n[nH]c(C2CCCCC2)n1)C1CCCCC1,0%,5%,0.11µM*,0%,-5%,-1%,16%,2%
O=C(NCC(c1ccco1)N1CCN(c2ccccc2F)CC1)OCc1ccccc1 (stereo not given),-1%,-6%,-15%,-16%,0%,3%,-16%,8%
Cn1c(N)c(C(=O)COC(=O)CCC2CCCCC2)c(=O)n(C)c1=O,-4%,-4%,1%,7%,-4%,-2%,x,-6%
CNc1nc2sc3c(c2c(=O)n1C)CC(C)(C)SC3,-1%,u,-30%[inhibitor],7%,-4%,7%,-5%,u
CCN1CCCC1Cn1c(-c2ccccc2)nc2c(NCc3ccccc3)nc(C)nc21 (stereo not given),-2%,u,2%,1%,-5%,5%,x,u
CCCCCNC(=O)c1cccnc1SCC(=O)Nc1ccccc1OC,0%,0%,37%,3%,-19%,-2%,u,5%
O=c1c(-c2ccc(F)cc2)nc2cnc(N3CCOCC3)nc2n1C[C@H]1CCCO1,x,x,3%,3%,-5%,x,x,u
Cc1c(NC(=O)Nc2c(Cl)cccc2Cl)c(=O)n(-c2ccccc2)n1C,1%,3%,-3%[9.22 µM],-5%[14.2 µM],-2%,1%,x,11%[13.5 µM]
Cc1ccc(S(=O)(=O)c2nc(C(C)(C)C)oc2N2CCOCC2)cc1,-2%,u,-6%,-39%,-16%,-21%,-8%,10µM*
CCOC(=O)N/N=C/c1c(F)cccc1F,1%,6%,u,0%,6%,3%,4%,15%
CC(C)CNC(=O)COC(=O)c1cc(S(=O)(=O)N(C)C)ccc1N1CCCC1,-1%,-1%,7%,-2%,4%,-1%,x,u
CCOc1cc2[nH]c(=O)n(CCC(=O)NCCc3ccc(OC)c(OC)c3)c(=O)c2cc1OCC,-2%,0%,-7%,-1%,12%,1%,-3%,-8%
Cc1cc(NC(=O)NN2CCOCC2)nn1-c1c(Cl)cc(Cl)cc1Cl,-4%,5%,x,6%,16%,-1%,x,5%
C=CCNc1cc(N2CCCC2)ccc1[N+](=O)[O-],-1%,-5%,-6%,8%,0%,-3%,x,-6%
CCOc1cc(/C=N/NC(=O)C(=O)Nc2cc(Cl)ccc2C)ccc1O,-8%,u,11%,4%,i,-2%,x,10%
CC(N)(C(=O)O)c1ccc(-c2nn[nH]n2)cc1 (stereo not given),-1%,x,14%,4%,-4%,-5%,x,-10%
COC(=O)c1nn(-c2ccccc2)c(Sc2ccc(C)cc2)c1/C=N/O,1%,4%,-22%,-11%,-4%,-4%,4%[0.0737 µM],u
CS(=O)(=O)N(CC(=O)N1CCCC1)c1cc(C(F)(F)F)ccc1Cl,-3%,-3%,-4%,2%,0%,9%,x,9%
CC(/C=C/C=C/c1ccccc1)=N/NC(=O)C(O)c1ccccc1 (stereo not given),-2%,2%,x,5%,-3%,1%,x,x
O=C(CC1C(=O)NCCN1CC1CCCCC1)NCc1ccc(F)cc1 (stereo not given),-3%,u,x,6%,i,-7%,7%[46 µM],u
OC(C#CCN1CCCC1)(c1ccccc1)c1cccnc1 (stereo not given),-1%,u,x,-5%,i,2%,15%[46 µM],x
COc1cc2ncc(C(=O)c3ccccc3)c(N3CCN(Cc4ccccc4)CC3)c2cc1OC,-3%,-15%,x,4%,-7%,4%,x,x
CC1(C)C2CCC1(CS(=O)(=O)N1CCCc3ccccc31)C(=O)C2 (stereo not given),1%,4%,u,-8%,-2%,-11%,-13%,u
CN(C)c1ncc(C(=O)O)cn1,0%,u,-1%,3%,-4%,-3%,3%,u
CCC(C)C(=O)Nc1cccc(SC)c1 (stereo not given),-3%,3%,-2%,8%,21%,-3%,-2%[9.22 µM],11%
Cc1ccc(-c2nc(NC(=O)c3cc(C(C)(C)C)nn3C)sc2C)cc1Cl,2%,3%,x,3%,i,-4%,x,x
CN(C)C(=O)c1ccc(-c2cncnc2N(C)Cc2ccco2)cc1,x,x,x,-2%,0%,x,u,u
COc1ccc(/C=C(/NC(=O)c2ccc(OC)cc2)C(=O)NCCc2c[nH]c3ccccc23)cc1,0%,u,7%,9%,i,1%,-9%,u
Nc1nnnn1CC(=O)N/N=C/c1cc([N+](=O)[O-])ccc1Cl,0%,0%,7%,7%,-3%,-5%,5%[46 µM],0%
CC(=O)N[C@@H](C)C(=O)N1CCN(S(=O)(=O)c2ccc(Cl)cc2)CC1,-1%,-2%,-2%,8%,-16%,1%,x,8%
CCc1sc(NC(=O)CN2CCOCC2)nc1-c1ccccc1,1%,15%,17%,-6%,0%,-2%,0%,u
COC(=O)c1sccc1NC(=O)c1ccc(OC)c([N+](=O)[O-])c1,0%,1%,-23%,1%,i,-2%,19%[46 µM],u
CC(C)(C)c1cc(NC(=O)Nc2ccc(Br)cc2Cl)no1,-3%,u,-5%,13%,i,-7%,x,-6%
Cc1nn(-c2ccccc2)c(Cl)c1C(=O)N(C)c1nc(-c2ccc(F)cc2)cs1,5%,1%,-36%[inhibitor],9%,0%,6%,-12%,14%
O=C(NCCNC(=O)c1ccc([N+](=O)[O-])cc1)c1ccncc1,-1%,-2%,7%,-25%,2%,-7%,x,-6%
O=C(NC1CC2CCCC(C1)N2C(=S)NCCc1ccccc1)C1CC1 (stereo not given),1%,11%,x,17%,21%,-1%,x,2%
CC1=CC(=C(C#N)C#N)C=C(C)N1Cc1ccccc1,-1%,-6%,x,-7%,i,0%,x,-12%
COc1cccc(-c2n[nH]c(=S)n2Cc2ccco2)c1,5%,-8%,x,10%,0%,9%,x,x
O=C(O)CC/C(=N\NC(=O)c1ccc(F)cc1)c1ccc(Br)cc1,-4%,26%,1%,8%,-12%,1%,-4%[46 µM],u
NC(=O)C1CCN(C(=O)c2cc(S(=O)(=O)N3CCOCC3)c(Cl)cc2Cl)CC1,0%,-1%,x,12%,i,0%,13%,-4%
CCn1c(SCC(=O)Nc2ccc(N3CCOCC3)c(Cl)c2)nnc1-c1ccc(N)cc1,0%,-1%,-16%,9%,-13%,0%,-1%,u
CCCC(=O)c1ccc(N2CCOCC2)c(F)c1,-1%,4%,-9%,-7%,7%,1%,3%,8%
Cc1ccc(CC2CC(=O)N(CC(=O)O)C2=O)cc1 (stereo not given),1%,3%,19%,14%,-2%,-3%,-6%,10%
CC(O)(CS(=O)(=O)Cc1ccc(Cl)cc1)C(=O)Nc1cccc(C(F)(F)F)c1 (stereo not given),-3%,2%,-5%,0%,-4%,-5%,1%,0%
Nc1c(S(=O)(=O)c2ccccc2)nnn1-c1ccccc1,5%,3%,7%,-4%,-7%,-2%,-9%,13%
Cc1ccc(S(=O)(=O)N2CCC(=O)N(C(COC(=O)Nc3ccccc3)Cc3ccccc3)CC2)cc1 (stereo not given),u,-5%,3%,-6%&4%,-14%,-9%&-1%,u,u
Nn1c(SCC(=O)NCc2ccc3c(c2)OCO3)nnc1C1CC1,-2%,8%,11%,5%,-2%,0%,16%,1%
Cc1cc(N2CCOCC2)nc(SCc2c(Cl)cccc2Cl)n1,0%,10%,6%[1.84 µM],4%,-4%,1%,-10%,u
CCOC(=O)c1cccc(NC(=O)CCc2ccccc2)c1,1%,-7%,19%,3%,i,2%,7%[46 µM],5%
CCOC(=O)c1c(C)[nH]c(C)c1C=O,-1%,-4%,-25%,4%,-1%,-6%,-2%[46 µM],5%
Clc1ccc(CSc2nncn2-c2ccc3c(c2)OCCO3)cc1,-2%,1%,x,7%,-4%,-6%,x,x
NC(Cc1ccc(Cl)cc1)C(=O)O (stereo not given),7%&1%,-5%&-2%,-10%&-10%,-11%&-8%,-12%,-12%&-3%,-11%&2%,11%&8%
COc1ccc(OCCNS(=O)(=O)c2cccc([N+](=O)[O-])c2)cc1,0%,-4%,x,4%,23%,-3%,x,7%
COc1ccc(Cl)c(S(=O)(=O)N2CCCC2)c1,1%,0%,78%,6%,-5%,10%,-4%,4%

# Screens as filed in PubChem.

# Only part of the results is shown; the hit share may differ from the screen's.
